AddAB inh: less growth of phage-infected E. coli with AddAB. E. coli expressing H. pylori AddAB, absorbance growth. inhibition, % at 11.9 µM. actives 0.29% (n = 330,000); in the data active = inhibition above about 12%;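 also: 0% = vehicle wells of infected cells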
PKA-R1A activ: activates the PKA-R1A holoenzyme complex; P00514+P68181; PKA-R1A dissociation, Cy5-IP20 fluorescence polarization; scaled: DMSO 0%, 113 µM cGMP 100%; activation, % at 11.4 µM; actives 0.083% (n = 340,000); AID 504707;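 active = percent activation above the mean of all tested compounds plus 3 SD, cut at about 19% in these data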;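 also: higher means more PKAc released from R1A so a rise in polarization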
PfHsp90 set2: inhibits growth of yeast expressing Plasmodium falciparum Hsp90 | S. cerevisiae expressing PfHsp90, BacTiter-Glo ATP, 48 h; yeast lacking PDR1 and PDR3 efflux regulators | inhibition, % at 9.4 µM | actives 0.32% (n = 310,000);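 active = every replicate shows inhibition above about 80%, whatever the replicate mean, limit read from the data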;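 also: 0% = DMSO neutral controls and 100% = 20 µM radicicol positive controls; yeast relying on Plasmodium falciparum Hsp90 in place of its own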
Arrestin-AP2 inh: human beta-arrestin and AP2 interaction inhibition; FITC-arrestin peptide / GST-AP2 beads, flow cytometry; AP2 beta2 appendage carries R879A mutation; inhibition, % at 10 µM; actives 0.31% (n = 340,000);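 active = inhibition above a set limit, near 3 SD of compounds lacking own fluorescence, cut at about 54% in these data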;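 also: plate controls were DMSO wells for no effect and 5 µM unlabelled arrestin peptide for full effect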
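Measured by: flow cytometry, FL1 (488/535 nm); Material: AP2 appendage R879A on GSH beads; Evaluation: percent response; Timing: pre-incubation 12 min, peptide binding 1 h, room temperature; Also added: 50 nM FITC-arrestin peptide; Medium: PBS with 0.05% Tween 20 and 0.1% BSA.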
MOR-DOR ag: OPRM1-OPRD1 heterodimerization agonism; P35372+P41143; cells, luminescence; activation, % at 9.3 µM; actives 0.3% (n = 340,000); AID 504326; in the data active = activation above about 18%;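 also: 0% = vehicle-treated cells and 100% = reference agonist; values of inactives mirror those of a sister screen read the other way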
SUMO Mot1 rescue: SUMOylation pathway inhibition by Mot1-301 growth rescue. growth rescue, % at 18.8 µM. actives 1% (n = 320,000). S. cerevisiae Mot1-301 growth rescue, ATP luminescence, 38.5C; percent above DMSO median, 100 means doubled;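 active = every valid replicate shows activation above 250% relative to neutral control wells; inactive = the rest, any valid replicate at or below 250%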;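 also: OY570 slx delta 5 strain wells were the positive control but not used for scaling; some compounds called inactive have numbers as strong as hits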
Tat transport: E. coli Tat transport inhibition; inhibition, % at 10 µM; E. coli MC4100 TorA-mCherry Tat export, fluorescence; actives 0.036% (n = 340,000); AID 488895;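 active = mean replicate inhibition at least 50% and at least half of replicates individually reaching 50%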;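 also: exported cargo escapes ClpAP degradation while cytoplasmic cargo is degraded and loses fluorescence; 0% = median of neutral control wells and 100% = median of NaSCN control wells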
phage Ecoli inh: E. coli growth loss with phage present | inhibition, % at 11.9 µM | actives 0.26% (n = 360,000) | growth absorbance; in the data active = inhibition above about 11%
DSG3 Ab inh: blocks pemphigus antibody binding to human desmoglein-3. P32926. DSG3-coupled beads, scFv-anti-DSG3-GFP binding, flow cytometry; stronger effect = lower value. binding (percent of control), % at 10 µM. actives 0.48% (n = 310,000). AID 588358;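 active = binding more than 3 SD below its plate's average and above zero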;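 also: hits lower antibody fragment binding to DSG3; some compounds called inactive have numbers as strong as hits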
Target sequence (P32926 whole entry, looked up, the tested form may be a part): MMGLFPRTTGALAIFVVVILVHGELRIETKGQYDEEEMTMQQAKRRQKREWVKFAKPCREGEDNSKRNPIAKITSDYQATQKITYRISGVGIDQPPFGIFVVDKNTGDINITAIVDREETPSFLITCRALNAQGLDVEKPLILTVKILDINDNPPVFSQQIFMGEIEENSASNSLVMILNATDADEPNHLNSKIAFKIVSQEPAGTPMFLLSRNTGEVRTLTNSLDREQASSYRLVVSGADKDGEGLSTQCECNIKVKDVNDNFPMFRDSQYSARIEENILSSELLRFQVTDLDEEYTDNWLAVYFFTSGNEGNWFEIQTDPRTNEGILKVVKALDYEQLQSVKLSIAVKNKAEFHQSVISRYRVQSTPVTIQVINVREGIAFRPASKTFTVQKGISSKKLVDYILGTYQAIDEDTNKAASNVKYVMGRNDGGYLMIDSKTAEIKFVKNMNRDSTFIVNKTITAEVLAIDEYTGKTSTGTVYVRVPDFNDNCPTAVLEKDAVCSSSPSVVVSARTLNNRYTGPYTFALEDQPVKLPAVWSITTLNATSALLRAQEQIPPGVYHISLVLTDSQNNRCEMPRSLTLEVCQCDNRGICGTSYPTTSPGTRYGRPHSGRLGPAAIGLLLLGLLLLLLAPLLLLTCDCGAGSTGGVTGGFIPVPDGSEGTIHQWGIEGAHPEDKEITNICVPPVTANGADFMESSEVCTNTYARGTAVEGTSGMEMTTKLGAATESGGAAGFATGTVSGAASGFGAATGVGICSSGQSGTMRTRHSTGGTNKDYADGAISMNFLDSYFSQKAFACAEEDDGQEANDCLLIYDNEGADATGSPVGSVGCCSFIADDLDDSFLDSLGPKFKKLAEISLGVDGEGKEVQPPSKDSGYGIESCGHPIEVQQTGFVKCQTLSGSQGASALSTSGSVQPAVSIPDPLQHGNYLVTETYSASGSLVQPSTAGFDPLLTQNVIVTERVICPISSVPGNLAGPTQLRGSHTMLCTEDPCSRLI
Ecoli viability: counter-screen for AddAB inhibitors: E. coli growth inhibition; inhibition, % at 11.9 µM; E. coli V3065 growth, OD600 absorbance, 18 h; AID 449728; actives 0.27% (n = 330,000);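 active = inhibition above the campaign's mean inhibition across all tested compounds plus 3 SD, cut at about 9.9% in these data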;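 also: uninfected addAB+ strain grown without phage in ampicillin broth; 0% = DMSO wells and 100% = ciprofloxacin 0.95 µg/ml wells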
MOR-DOR inv ag: mu-delta opioid heterodimer inverse agonism. P35372+P41143. cell-based MOR-DOR heterodimer luminescence. inhibition, % at 9.3 µM. actives 0.21% (n = 340,000); in the data active = inhibition above about 22%, passing the limit was not always enough;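 also: 0% = cells with DMSO and 100% = wells without cells with DMSO; values of inactives mirror those of a sister screen read the other way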
* marks the source's active call; other numbers are inactive results; . = not tested or not shown; & = joins results of further samples.

Molecule,AddAB inh,PKA-R1A activ,PfHsp90 set2,Arrestin-AP2 inh,MOR-DOR ag,SUMO Mot1 rescue,Tat transport,phage Ecoli inh,DSG3 Ab inh,Ecoli viability,MOR-DOR inv ag
CCN(CC)CCn1c2ccccc2c2nc3ccccc3nc21,-1.2,-1,-3,9,-2.1,-10,-1,1.6,123,0.8,11
O=C(CN(C1CCCCC1)S(=O)(=O)c1ccc(F)cc1)NCc1ccncc1,2.4,-10,-5,6,2.2,11,8,1.0,107,1.0,-13
O=C(C1CCCN(S(=O)(=O)Cc2ccccc2)C1)N1CCC(Cc2ccccc2)CC1 (stereo not drawn),-1.5,5,.,-6,-0.9,-5,8,2.2,102,-0.2,5
c1ccc2c(c1)ccc1ncccc12,2.3,-15,15,12,2.3,435,1,0.6,87,0.3,-15
Cc1csc(=Nc2c(C)n(C)n(-c3ccccc3)c2=O)n1Cc1ccccc1,0.2,12&-3,-2&17,1&11,-0.7&-1.8,-22,-7&-1,-1.5&0.7,98&101,0.9,4&9
COc1ccc(CN2CCN(S(=O)(=O)c3ccc(NC(C)=O)cc3)CC2)cc1OC,0.9,-4,13,4,-3.0,92,-3,-3.2,102,0.9,17
COC(=O)[C@@H](NCc1cccc(CN[C@H](C(=O)OC)c2ccccc2)c1)c1ccccc1,-0.5,-1,.,11,2.0,-5,0,1.7,99,0.1,-11
CCCCNC(=S)Nc1ccccc1Cc1ccccc1,0.3,-14,.,34,-0.9,21,-3,4.9,96*,1.1,5
Cc1ccccc1-n1nc2c(c1NC(=O)c1ccco1)CS(=O)(=O)C2,6.0,-2,-9,23,-3.4,12,-12,2.0,97,2.4,17
COc1ccc(C(=O)N2CCN(S(=O)(=O)c3cc(Cl)ccc3OC)CC2)cc1,3.9,14,-40,7,-0.2,186,-1,-0.2,113,0.5,1
COc1cc(OC)cc(OC(=O)C2CCN(C3=NS(=O)(=O)c4ccccc43)CC2)c1,0.6,-5,22,-9,-2.4,-2,0,0.0,101,-0.9,9
O=C(OCC(=O)N1N=C(c2ccc(Cl)cc2)CC1c1ccco1)c1ccco1 (stereo not drawn),-2.4,0,-22,9,-0.5,122,2,5.9,110,-2.8,3
COc1cccc(C(=O)Nc2nc(SCc3ccc(Cl)cc3)n[nH]2)c1,5.9,-17,-11,5,7.5,-3,6,1.9,94,0.0,-38
Cc1ccc(NC(=S)N2CCCC2)cc1C,.,-18,-6,10,-3.6,-9,4,1.0,120,.,20
O=C(O)c1ccccn1,-1.6,4,1,-2,-0.6,-9,3,0.8,.,-1.4,3
O=C1CC(C(=O)NC2CCCCC2)C2(CCCCC2)O1 (stereo not drawn),2.2,-5,11,-27,-1.7,0,-5,0.8,102,-0.9,9
O=C(NCc1cccnc1)/C(=C/c1ccc(-c2ccc(Cl)cc2)o1)S(=O)(=O)c1ccccc1,2.4,-4,22,7,-1.9,67,-3,0.6,99,1.7,10
O=C(Nc1cnn(Cc2ccc(Cl)cc2Cl)c1)c1cc(-c2cccs2)on1,2.2,-8,1,11,6.4,9,9,4.4,93,-0.4,-34
Cc1cc(=O)oc2cc(NC(=O)c3cccc(S(C)(=O)=O)c3)ccc12,2.5,-3,-39,0,-1.7,-10,-3,1.2,76,2.1,11
NC(=O)c1ccc(CSc2nc3ccccc3s2)cc1,-1.0,16,-7,35,1.0,4,6,2.0,107,2.5,-7
CCOC(=O)C1CCCN(S(=O)(=O)c2cc(OCC(=O)NC3CCCCC3)c(C)cc2Cl)C1 (stereo not drawn),1.1,-2,4,26,3.7,.,3,3.1,.,-0.4,-19
O=C(NCc1ccccc1)c1cnc2n(c1=O)CCS2,1.8,-5,-5,8,0.1,.,-8,0.2,98,1.3,0
Cc1oc(-c2ccccc2Cl)nc1CS(=O)CC(=O)NCc1cccs1 (stereo not drawn),-1.6,-6,15,-5,-2.2,-7,1,1.9,84,1.9,12
CCn1nc(C)c(NC(=O)c2ccc(Cl)cc2)c1C,0.7,-6,-4,34,-4.8,-12,-4,2.1,99,-0.9,22
CCC1(CC)Cc2ccccc2C(N)=C1C#N,1.4,3,39,12,-0.3,-4,-5,3.0,108,2.0,2
O=C(O)c1ccc2c(=O)n3c(nc2c1)/C(=C/c1ccccc1C(F)(F)F)CCCC3,-1.6,-14,-14,7,0.6,-1,1,-2.0,97,-1.4,-4
CCCCn1c(SCC(=O)N2CCCC2)nc2cc(S(N)(=O)=O)ccc21,-0.7,3,.,-4,-3.5,-9,-3,-1.1,114,-0.7,17
O=C(CSc1nnc(-c2c[nH]c3ccccc23)o1)c1ccc(-c2ccccc2)cc1,2.6,-5,-9,-1,-0.6,-22,-7,2.8,94,1.2,4
COC(=O)CN1C(=S)N(c2ccc(Cl)cc2)C(=O)C1CC(=O)Nc1ccc(F)cc1 (stereo not drawn),1.5,-18,-4,-7,-2.4,-8,-1,1.0,.,-0.5,11
CCN(CC)S(=O)(=O)c1cc(-c2nn(C)c(=O)c3ccccc23)ccc1C,1.8,-3,-12,-3,-2.0,-5,7,2.4,101,3.0,12

More records:
Molecule,AddAB inh,PKA-R1A activ,PfHsp90 set2,Arrestin-AP2 inh,MOR-DOR ag,SUMO Mot1 rescue,Tat transport,phage Ecoli inh,DSG3 Ab inh,Ecoli viability,MOR-DOR inv ag
CCOC(=O)C1CCN(c2nc3c(C)cccn3c(=O)c2/C=C(\C#N)S(=O)(=O)c2ccccc2)CC1,1.6,1,-2,3,-3.1,-20,4,0.1,.,-1.0,16
COc1ccccc1N(Cc1ccccc1)S(=O)(=O)c1cccc(C(=O)Nc2ccc(C)cn2)c1,1.9,1,11,-4,1.4,12,3,4.1,102,3.0,-7
COCCN(CC(=O)Nc1ccccc1C)S(=O)(=O)c1ccc(S(=O)(=O)N2CCCC2)cc1,-1.1,7,-13,3,-1.7,.,-9,1.7,81,-0.1,10
COc1ccc(-c2nnc3sc(C(C)N4C(=O)c5ccccc5C4=O)nn23)cc1 (stereo not drawn),4.4,4,19,14,-2.6,11,3,1.5,108,0.0,13
O=C(O)CSCC(=O)N1CCCN(c2ccc(C(F)(F)F)cn2)CC1,.,1,-17,-4,-1.9,8,0,1.0,108,.,9
CCC(C)Sc1nc2c(c(=O)[nH]c(=O)n2C)n1CCc1ccccc1 (stereo not drawn),3.5,-15,-12,-10,0.3,-6,5,-0.6,.,-3.4,-1
O=C(NNS(=O)(=O)c1ccccc1F)c1sccc1-n1cccc1,3.6,-7,11,18,-2.0,-2,20,3.8,106,-0.3,10
COc1ccc(S(=O)(=O)N2CCOC23CCN(S(=O)(=O)c2cc(C)ccc2OC)CC3)cc1,0.5,1,8,-12,-4.2,-10,1,4.8,103,2.1,20
Fc1ccccc1OCCn1c(=S)[nH]c2ccccc21,3.8,-17,-9,10,2.5,18,-4,2.1,103,-1.9,-12
O=S(=O)(c1ccc(S(=O)(=O)N2CCN(C/C=C/c3ccccc3)CC2)cc1)N1CCCC1,0.1,4,-7,-5,2.4,295*,-1,0.6,101,1.0,-13
COCC(=O)N1CCC(Oc2cccc(C(=O)NCc3ccccn3)c2)CC1,1.2,-3,12,3,-0.5,-2,-5,2.8,99,-0.7,3
CC(C)=CC(=O)N1CCC(N2CCC(C(=O)NCC3CCCO3)CC2)CC1 (stereo not drawn),1.3,1,4,22,-0.4,15,-1,2.9,108,-0.8,2
O=C(NNC(=O)c1ccc(S(=O)(=O)N2CCCCC2)cc1)c1ccccc1,3.6,-4,-35,-7,-0.7,-27,-3,3.6,105,1.8,4
COc1ccccc1NC(=S)NCCc1ccc(F)cc1,-1.6,-3,9,20,-1.8,3,-4,1.6,101,-2.4,10
COCCN(C(=O)c1ccc(-c2ccc([N+](=O)[O-])cc2)o1)c1c(N)n(CC(C)C)c(=O)[nH]c1=O,.,-3,-7,2,-0.3,.,-6,-1.0,104,.,2
CN1CCN(C(c2ccccc2)c2ccc(Cl)cc2)CC1 (stereo not drawn),1.1,-7,-30,23,-2.3,366,16,4.7,94,-0.9,12
FCCCOc1ccc(-c2nccc(-c3ccc(Br)cc3)n2)cc1,0.4,2,1,0,0.4,468,-8,3.4,102,0.5,-2
O=C(CSc1nnc(-c2cnccn2)n1Cc1ccco1)c1ccccc1,0.0,9,.,26,-1.4,-1,0,2.9,99,0.2,7

A different layout for part of the listing above:
Value order: AddAB inh | PKA-R1A activ | PfHsp90 set2 | Arrestin-AP2 inh | MOR-DOR ag | SUMO Mot1 rescue | Tat transport | phage Ecoli inh | DSG3 Ab inh | Ecoli viability | MOR-DOR inv ag
COc1ccc(S(=O)(=O)N2CCOC23CCN(S(=O)(=O)c2cc(C)ccc2OC)CC3)cc1
    0.5 | 1 | 8 | -12 | -4.2 | -10 | 1 | 4.8 | 103 | 2.1 | 20
Fc1ccccc1OCCn1c(=S)[nH]c2ccccc21
    3.8 | -17 | -9 | 10 | 2.5 | 18 | -4 | 2.1 | 103 | -1.9 | -12
O=S(=O)(c1ccc(S(=O)(=O)N2CCN(C/C=C/c3ccccc3)CC2)cc1)N1CCCC1
    0.1 | 4 | -7 | -5 | 2.4 | 295* | -1 | 0.6 | 101 | 1.0 | -13
COCC(=O)N1CCC(Oc2cccc(C(=O)NCc3ccccn3)c2)CC1
    1.2 | -3 | 12 | 3 | -0.5 | -2 | -5 | 2.8 | 99 | -0.7 | 3
CC(C)=CC(=O)N1CCC(N2CCC(C(=O)NCC3CCCO3)CC2)CC1 (stereo not drawn)
    1.3 | 1 | 4 | 22 | -0.4 | 15 | -1 | 2.9 | 108 | -0.8 | 2
O=C(NNC(=O)c1ccc(S(=O)(=O)N2CCCCC2)cc1)c1ccccc1
    3.6 | -4 | -35 | -7 | -0.7 | -27 | -3 | 3.6 | 105 | 1.8 | 4
COc1ccccc1NC(=S)NCCc1ccc(F)cc1
    -1.6 | -3 | 9 | 20 | -1.8 | 3 | -4 | 1.6 | 101 | -2.4 | 10
COCCN(C(=O)c1ccc(-c2ccc([N+](=O)[O-])cc2)o1)c1c(N)n(CC(C)C)c(=O)[nH]c1=O
    . | -3 | -7 | 2 | -0.3 | . | -6 | -1.0 | 104 | . | 2
CN1CCN(C(c2ccccc2)c2ccc(Cl)cc2)CC1 (stereo not drawn)
    1.1 | -7 | -30 | 23 | -2.3 | 366 | 16 | 4.7 | 94 | -0.9 | 12
FCCCOc1ccc(-c2nccc(-c3ccc(Br)cc3)n2)cc1
    0.4 | 2 | 1 | 0 | 0.4 | 468 | -8 | 3.4 | 102 | 0.5 | -2
O=C(CSc1nnc(-c2cnccn2)n1Cc1ccco1)c1ccccc1
    0.0 | 9 | . | 26 | -1.4 | -1 | 0 | 2.9 | 99 | 0.2 | 7

Screening results: PubChem BioAssay, several laboratories
